GoLoco inh red: qHTS Assay for Inhibitors of RGS12 GoLoco Motif Activity (Red Fluorophore) | Gai1:RGS12 GoLoco peptide FP, rhodamine, 10 min | hit rate 0.44% among 230,000 | AID 880, 2007 | Guanine nucleotide-binding protein G(i) subunit alpha-1 (Homo sapiens), P63096 | Potency, µM (top dose mostly 61.6 µM), for the others: top-dose activity, negative = inhibition, usual class: inhibitors; active = well fitted inhibition curve with a large enough effect, not every such curve was filed as active; inactive = no such curve, though single readings can be large or run the other way; also: % is scaled to controls: 0 for no effect and ±100 for the full control effect; nearly all actives have a fitted effect of over 30% in size; many of its hits are not listed in these tables
GAA inh: qHTS Assay for Inhibitors of Human alpha-Glucosidase as a Potential Chaperone Treatment of Pompe Disease. Lysosomal alpha-glucosidase (Homo sapiens), P10253. purified human GAA, 4-MU-alpha-glucoside fluorescence. Potency, µM (top dose mostly 76.9 µM), without a hit: at the top dose activity change, negative = inhibition, hits mostly inhibitors. hit rate 0.005% among 200,000. AID 1466, 2008;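 also: plate controls were uninhibited enzyme wells for no effect and no-enzyme background for full effect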
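Human alpha-glucosidase, 4 nM, pre-mixed with test compounds before 400 uM 4-methylumbelliferyl substrate; 20 min room temperature at pH 5.0. Fluorescence read after pH 10 stop; AC50 values from Hill-equation fits.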
GAA glycogen: qHTS Assay for Inhibitors and Activators of Human alpha-Glucosidase Cleavage of Glycogen; recombinant GAA, glycogen substrate, Amplex Red glucose oxidase fluorescence; Potency, µM (top dose mostly 76.4 µM), without a hit: top-dose activity change, negative = inhibition, usual class: inhibitors; Lysosomal alpha-glucosidase (Homo sapiens), P10253; hit rate 0.38% among 300,000;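 also: 0% = full enzyme reaction and -100% = no-enzyme basal signal; the screen sought inhibitors and activators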
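qHTS, 1536-well; enzyme 4 nM final; cpd up to 77 uM; substrate bovine liver glycogen 30 ug; 50 mM citrate/phosphate pH 5.0, 0.01% Tween-20; 37 C, 40 min; Amplex Red detection 45 min RT; Hill fit → AC50.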
aGlu spleen mod: qHTS Assay for Inhibitors and Activators of Human alpha-Glucosidase From Spleen Homogenate | Lysosomal alpha-glucosidase (Homo sapiens), P10253 | human spleen homogenate, 4-MU-alpha-glucoside fluorescence | Potency, µM (top dose mostly 79.9 µM), inactives show at the top dose activity change, negative = inhibition, actives largely listed as inhibitors | hit rate 0.006% among 240,000 | AID 2112, 2009;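 also: 0% = enzyme with vehicle and -100% = no enzyme basal signal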
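Enzyme source: human spleen homogenate, 1 ug/well. Buffer 50 mM citric acid/K phosphate pH 5.0, 0.01% Tween-20. 4-MU-alpha-glucoside 1 mM; 37 C x 40 min; NaOH/glycine stop; fluorescence.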
ALDH1A1 inh: qHTS Assay for Inhibitors of Aldehyde Dehydrogenase 1 (ALDH1A1); Purified ALDH1A1, NADH fluorescence, propionaldehyde substrate; AID 1030, 2008; Potency, µM (titrated, usually from 75.3 µM), for the others: at the top dose activity, negative = inhibition, usual class: inhibitors; hit rate 7.3% among 220,000; active = well fitted inhibition curve with a large enough effect, not every such curve was filed as active; inconclusive = small, poorly fitted or top-dose-only effect, or another doubt; inactive = no such curve, though single readings can be large or run the other way;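 also: plate controls were no enzyme wells and a reference inhibitor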
Target sequence (P00352 whole entry, looked up): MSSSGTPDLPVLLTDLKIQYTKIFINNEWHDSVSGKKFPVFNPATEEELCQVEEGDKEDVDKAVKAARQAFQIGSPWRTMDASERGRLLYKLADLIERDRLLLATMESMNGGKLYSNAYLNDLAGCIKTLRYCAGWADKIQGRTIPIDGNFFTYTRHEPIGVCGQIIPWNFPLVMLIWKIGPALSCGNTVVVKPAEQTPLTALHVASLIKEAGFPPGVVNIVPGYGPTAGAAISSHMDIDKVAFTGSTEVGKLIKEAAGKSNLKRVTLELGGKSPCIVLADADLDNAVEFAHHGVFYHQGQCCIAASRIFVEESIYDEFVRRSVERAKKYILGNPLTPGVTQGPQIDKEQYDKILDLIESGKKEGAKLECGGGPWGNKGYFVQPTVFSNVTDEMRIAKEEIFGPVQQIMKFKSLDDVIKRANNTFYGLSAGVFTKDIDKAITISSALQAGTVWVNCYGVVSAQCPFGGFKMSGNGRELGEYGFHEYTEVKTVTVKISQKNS
aGal spleen mod: qHTS Assay for Inhibitors and Activators of Human alpha-Galactosidase From Spleen Homogenate; Alpha-galactosidase A (Homo sapiens), P06280; human spleen homogenate, 4MU-alpha-Gal fluorescence, 40 min; Potency, µM (top dose mostly 80 µM), without a hit: at the highest dose activity change, negative = inhibition, most hits filed as inhibitors; hit rate 0.008% among 240,000; AID 2107, 2009;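 also: 0% = enzyme with vehicle and -100% = no enzyme basal signal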
Target sequence (P06280 32-429 limits assumed): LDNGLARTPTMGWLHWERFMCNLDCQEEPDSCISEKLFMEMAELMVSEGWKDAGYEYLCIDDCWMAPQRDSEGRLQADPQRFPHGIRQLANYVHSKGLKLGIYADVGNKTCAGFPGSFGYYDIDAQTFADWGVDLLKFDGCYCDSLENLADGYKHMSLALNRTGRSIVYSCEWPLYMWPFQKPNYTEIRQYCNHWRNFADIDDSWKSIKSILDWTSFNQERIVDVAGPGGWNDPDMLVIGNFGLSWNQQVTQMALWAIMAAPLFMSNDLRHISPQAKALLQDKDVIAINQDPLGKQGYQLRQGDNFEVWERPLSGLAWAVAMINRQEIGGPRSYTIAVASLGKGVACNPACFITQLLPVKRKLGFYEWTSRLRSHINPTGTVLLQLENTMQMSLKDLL
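Inhibition or activation of alpha-galactosidase in human spleen homogenate is scored by 4-MU fluorescence after 40 min at 37C, pH 5.0, with 1 mM substrate. AC50s come from concentration-response fitted to the Hill equation.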
SMN2 splice enh: qHTS Assay for Enhancers of SMN2 Splice Variant Expression; AID 1458, 2008; Potency, µM (top dose mostly 46.1 µM), for inactives: at the top dose activity change, positive = activation, usual class: activators; HEK293 SMN2-luciferase splicing reporter, luminescence, 30-36 h; hit rate 2.8% among 210,000; also: % of control where 0% means no effect; nearly all actives have a fitted effect of over 55% in size
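HEK293 cells carry an SMN2 […]–luciferase reporter in which exon 7 inclusion puts luciferase in frame. Cells were plated 10-12 h before compound addition, then incubated 30-36 h at 37C. ONE-Glo luminescence was read; sodium butyrate at 4.5 mM final served as control.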
KDM4E inh: qHTS Assay for Inhibitors of Human Jumonji Domain Containing 2E (JMJD2E). Lysine-specific demethylase 4E (Homo sapiens), B2RXH2. JMJD2E catalytic domain, FDH-coupled NADH fluorescence (FDH is formaldehyde dehydrogenase). Potency, µM (highest dose often 57.1 µM), without a hit: top-dose activity change, negative = inhibition, actives largely listed as inhibitors. hit rate 1.6% among 230,000; active = well fitted inhibition curve with a large enough effect, not every such curve was filed as active; inconclusive = small, poorly fitted or top-dose-only effect, or another doubt; inactive = no such curve, though single readings can be large or run the other way;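 also: 0% = wells with enzyme and -100% = buffer wells without enzyme; nearly all actives have a fitted effect of over 50% in size; many of its hits are not listed in these tables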
Starred values were filed as active, the others as inactive; ? = inconclusive; . = no result given; & = joins results of further samples; [ ] = dose if it differs, or a comment. Unless noted, calls follow the shape of the dose curve; as a rule, active = well fitted curve in the direction sought with a large enough effect; inconclusive = small, poorly fitted or top-dose-only effect, or another doubt; inactive = no such curve, though single readings can be large; an effect the other way counts as inactive or inconclusive. Potency is read from the fitted curve at half-maximal effect. Only part of the results is shown (hit frequency here may not be typical).

Molecule | GoLoco inh red | GAA inh | GAA glycogen | aGlu spleen mod | ALDH1A1 inh | aGal spleen mod | SMN2 splice enh | KDM4E inh
Cc1nnc(N2C(=O)c3cccc4cccc(c34)C2=O)s1 | 5% | 4% | 10% | 1% | ? | 3% | -4% | ?
C=C1CCN([C@H](C(=O)OCc2cccc(C)c2)C(C)C)S(=O)(=O)c2ccccc21 | 1% | . | -11% | -8% | . | -1% | . | -6%
COc1ccc(-c2noc(COc3ccc(C)c(C)c3)n2)cc1OC | 0% | -6% | -5% | -5% | -6% | -6% | -5% | -7%
COC(=O)c1ccc(CSc2n[nH]c(C)n2)o1 | -6% | -2% | -13% | -6% | 7% | 1% | 24% | 10%
Cc1cc(C(=O)CN2C(=O)NC(c3ccccc3)(c3ccccc3)C2=O)c(C)n1Cc1ccccc1 | -6% | -1% | -8% | -1% | 4% | 4% | -3% | -7%
C[C@H](O)CO[C@H]1[C@H]2O[C@H]3[C@H](O)[C@@H](O)[C@@H](O[C@H]4[C@H](O)[C@@H](O)[C@@H](O[C@H]5[C@H](O)[C@@H](O)[C@@H](O[C@H]6[C@H](O)[C@@H](OC[C@H](C)O)[C@@H](O[C@H]7[C@H](O)[C@@H](OC[C@H](C)O)[C@@H](O[C@H]8[C@H](O)[C@@H](O)[C@@H](O[C@@H]([C@@H]1O)[C@@H](CO)O2)O[C@@H]8CO)O[C@@H]7CO)O[C@@H]6CO)O[C@@H]5CO)O[C@@H]4CO)O[C@@H]3CO | -4% | . | . | 0% | -2% | -2% | . | -1%
COc1ccccc1NC(=O)Cc1csc(NC(=S)Nc2ccc(C)cc2)n1 | 0% | 2% | 5% | -2% | ? | 3% | -51%[inhibitor] | 14%
O=C(NCCNCC(O)COc1ccc(O)cc1)N1CCOCC1 (configuration not stated) | 11%&6% | . | . | 5%&-1% | 2%&-4% | -1%&-1% | -14%&-5% | 3%
CCc1ccc(OCC(=O)N(C)CCC#N)c(Br)c1 | 3% | -1% | -6% | -7% | 23% | -3% | -4% | 0%
COc1cccc(C2CC(c3cccs3)Nc3ncnn32)c1 (configuration not stated) | -5% | 2% | 9% | 0% | -7% | 3% | 26% | 1%
C/C(=N\N=C(N)N)c1ccc(Cl)c(Cl)c1 | 17% | -4% | 4% | -4% | 0% | -3% | -84%[inhibitor] | 0%
CCn1c(-c2ccc3[nH]c(C)c(C)c3c2)n[nH]c1=S | . | 6% | -26% | 3% | ? | 2% | . | ?
CC(=O)C1C(=O)CC(C)(O)C(C(C)=O)C1c1ccc(N(C)C)cc1 (configuration not stated) | -32% | 2% | -23% | -1% | 3.2µM* | -3% | 14% | -10%
CC(=O)N(Cc1cc(=O)[nH]c2ccccc12)c1ccccc1 | 3% | 0% | 2% | -5% | 6% | -4% | 18% | -5%
CCCNc1nc(C)nc2c1cnn2CCc1ccccc1 | 7% | -6% | -16% | 6% | 18µM* | -16% | -1% | -6%
CC1(C)CC(=O)C(N=Nc2ccc3ncsc3c2)=C(O)C1 | -7% | -13% | -1% | -6% | 4.5µM* | 6% | 8% | 1%
CC1CN(c2ncc(/C=N/NC(=O)c3ccccc3O)s2)CC(C)O1 (configuration not stated) | 6% | -1% | 0% | -7% | 1% | -2% | -4% | ?
CCOC(=O)C1C(C(=O)OC)=C(CC(C)C)c2ccccc2N1S(=O)(=O)C(F)(F)F (configuration not stated) | 3% | . | . | 2% | 2% | -6% | . | .
COc1ccc(OC)c(NC2c3ccccc3C(=O)N2Cc2ccc3c(c2)OCO3)c1 (configuration not stated) | 14% | -7% | 9% | -2% | -8% | -5% | 1% | -9%
Oc1nc(Nc2ccc(F)cc2)sc1/C=C1\C=Nc2ccccc21 | 45%[activator] | . | 4% | -2% | . | -4% | . | 3%
COc1ccccc1CC(=O)Nc1ccc(OC)c(OC)c1 | 2% | -1% | 2% | -14% | 13% | 25% | -1% | 8%
CCOC(=O)c1cc(C)n(-c2ccc(Cl)cc2)c1C | 4% | . | 2% | 0% | . | 1% | . | -1%
CCC(C)n1c(=N)c(C#N)cc2c(=O)n3cc(C)ccc3nc21 (configuration not stated) | 8% | ? | 9% | -1% | ? | -1% | 6% | -14%
CCCc1nc2ccccc2c(=O)n1/N=C/c1ccc(O)cc1 | -13% | -8% | -5% | -7% | -8% | -7% | -6% | -6%
CCOc1ccc(NC(=O)CN(c2ccc(OC)cc2)S(C)(=O)=O)cc1 | 0% | 2% | -4% | 1% | ? | 0% | -6% | 9%
COC(=O)C1C(=O)c2c([nH]c(C(=O)OC3CCCC3C)c2C)CC1C (configuration not stated) | 7% | -6% | 0% | -11% | 13µM* | 3% | 11µM* | 3%
CN(c1ccc(C(=O)NCCSCc2ccccc2)cc1)S(=O)(=O)c1ccccc1 | 0% | -12% | 0% | -3% | 5% | 3% | -42%[inhibitor] | 3%
COc1ccc(S(=O)(=O)N2CCCC(C(=O)Nc3ccc(NC(=O)c4ccccn4)cc3)C2)cc1 (configuration not stated) | -9% | -10% | 6% | 2% | ? | 10% | 17% | 2%
Cc1nn(-c2ccccc2)c2sc(C(=O)c3c(N)n(C)c(=O)n(C)c3=O)cc12 | 2% | -9% | -2% | 4% | ? | -8% | -7% | ?
O=Cc1cn(-c2ccccc2)nc1-c1cc2ccccc2oc1=O | -19% | 5% | -11% | -2% | ? | 4% | -18% | ?

Copied from above for reference:
Molecule | GoLoco inh red | GAA inh | GAA glycogen | aGlu spleen mod | ALDH1A1 inh | aGal spleen mod | SMN2 splice enh | KDM4E inh
Cc1nn(-c2ccccc2)c2sc(C(=O)c3c(N)n(C)c(=O)n(C)c3=O)cc12 | 2% | -9% | -2% | 4% | ? | -8% | -7% | ?
O=Cc1cn(-c2ccccc2)nc1-c1cc2ccccc2oc1=O | -19% | 5% | -11% | -2% | ? | 4% | -18% | ?

Whole records, quoted from the list. Order of values: GoLoco inh red, GAA inh, GAA glycogen, aGlu spleen mod, ALDH1A1 inh, aGal spleen mod, SMN2 splice enh, KDM4E inh
`CC1(C)CC(=O)C(N=Nc2ccc3ncsc3c2)=C(O)C1` as listed: -7%, -13%, -1%, -6%, 4.5µM*, 6%, 8%, 1%
`COc1ccccc1NC(=O)Cc1csc(NC(=S)Nc2ccc(C)cc2)n1` as listed: 0%, 2%, 5%, -2%, ?, 3%, -51%[inhibitor], 14%
`CC(=O)N(Cc1cc(=O)[nH]c2ccccc12)c1ccccc1` as listed: 3%, 0%, 2%, -5%, 6%, -4%, 18%, -5%

Next structures follow.
| structure | GoLoco inh red | GAA inh | GAA glycogen | aGlu spleen mod | ALDH1A1 inh | aGal spleen mod | SMN2 splice enh | KDM4E inh |
| --- | --- | --- | --- | --- | --- | --- | --- | --- |
| O=C(Cn1cnc2scc(-c3ccccc3)c2c1=O)N1CCOCC1 | 3% | 0% | 5% | -1% | 6% | -3% | 15% | 4% |
| O=C1c2ccccc2C(=O)N1CCCCN(C(=O)c1cc2ccccc2oc1=O)c1ccc(F)cc1F | 4% | -6% | 7% | -3% | ? | -3% | -11% | -23% |
| Cc1cc(=O)[nH]c(SCC(=O)Nc2ncc(S(=O)(=O)c3ccc([N+](=O)[O-])cc3)s2)n1 | 2% | -7% | 0% | 0% | ? | -3% | . | 5% |
| O=C(CSc1nnnn1C1CCCC1)NCc1ccccc1 | -6% | -2% | 12% | -2% | ? | 4% | -1% | -6% |
| Cc1cc(OCc2nc(-c3cccnc3)no2)c(C)cc1Br | -9% | -1% | 5% | 8% | -3% | 2% | -3% | 0% |
| CCc1c(C(C)=O)oc2ccc3c(C)cc(=O)oc3c12 | 16% | -5%[15.4 µM] | 1% | 5% | . | 18% | . | ? |
| C#CCOCCOCCOCCNc1nc(N2CCN(C(=O)[C@H]([C@@H](C)CC)n3cc(CCCCN)nn3)CC2)nc(N2CCN(C(=O)[C@H](C)n3cc(CCC(=O)O)nn3)CC2)n1 | -9% | 3% | 2% | 1% | -2% | -2% | ? | -2% |
| Cc1ccc(C)c(-n2ccnc2SCC(=O)O)c1 | -6% | -4% | 5% | -1% | -2% | -3% | 1% | 7% |
| Cc1ccc(C(=O)COc2ccccc2C(=O)Nc2ccccc2)cc1 | 6% | 10% | 0% | -13% | -4% | 3% | -46%[inhibitor] | 4% |
| COc1cc(C(=O)N2C(=O)c3cccc(N)c3C2=O)cc(OC)c1OC | 18% | -4% | -1% | 0% | -5% | 2% | 7% | ? |
| CN1N=C(c2ccc(Cl)cc2)CC(c2ccc(Cl)cc2)C1=O (configuration not stated) | -10% | -8% | -4% | . | ? | 1% | -55%[inhibitor] | ? |
| CCOC(=O)c1c(C)[nH]c(C=C2C(=O)CCCC2=O)c1O | 7% | -11% | 1% | -1% | -5% | 5% | ? | ? |
| CCOc1cc2[nH]c(=S)n(CCCN3CCOCC3)c(=O)c2cc1OCC | 8% | -10% | -8% | -7% | -3% | 1% | -4% | -9% |
| CC1(C)Cc2c(c(=S)nc(-c3ccccc3)n2CCO)CO1 | -17% | 7% | -15% | -6% | 25µM* | 11% | 11% | 5% |
| O=S(=O)(NCc1ccco1)c1ccc(S(=O)(=O)N2CCCC2)cc1 | -9% | ? | 35µM* | 3% | 8.9µM* | -18% | . | 3% |
| CCOC(=O)CNC(=S)N(Cc1ccccc1)Cc1ccccc1F | 5% | -2% | -4% | 1% | ? | -3% | -12% | -1% |

Assay outcomes (PubChem BioAssay)
